KKLEB cytotox: CF airway cell cytotoxicity counter-screen; KKLEB CF airway cells viability, ATPlite luminescence, overnight; stronger effect = lower value; cells stimulated with P. aeruginosa culture filtrate; activity change (cytotoxicity), % at 5 µM; actives 0.36% (n = 360,000); AID 602141;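 active = corrected activity change at or below -50% at 5 µM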
HIF-2a inh: HIF-2a inhibition; 786-0 RCC cells HIF-2a reporter, luciferase luminescence, overnight; inhibition, % at 18.8 µM; actives 0.72% (n = 360,000);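 active = inhibition of the luminescence signal of 40% or more relative to plate controls, in a single-dose primary screen at 18.75 µM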
NR2E3 ag-1: activates human NR2E3 receptor; Q9Y5X4; AID 602229; actives 0.35% (n = 360,000); CHO-S Gal4-NCOR/VP16-NR2E3 two-hybrid, luciferase; inhibition of corepressor binding, % at 3.98 µM;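 active = inhibition above the mean of all tested compounds plus 3 SD, cut at about 70% in these data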;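 also: 0% = DMSO with NR2E3 transfected cells and 100% = cells lacking NR2E3 construct; higher means lower luciferase signal from less NR2E3 corepressor binding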
Target sequence (Q9Y5X4 whole entry, looked up, the tested form may be a part): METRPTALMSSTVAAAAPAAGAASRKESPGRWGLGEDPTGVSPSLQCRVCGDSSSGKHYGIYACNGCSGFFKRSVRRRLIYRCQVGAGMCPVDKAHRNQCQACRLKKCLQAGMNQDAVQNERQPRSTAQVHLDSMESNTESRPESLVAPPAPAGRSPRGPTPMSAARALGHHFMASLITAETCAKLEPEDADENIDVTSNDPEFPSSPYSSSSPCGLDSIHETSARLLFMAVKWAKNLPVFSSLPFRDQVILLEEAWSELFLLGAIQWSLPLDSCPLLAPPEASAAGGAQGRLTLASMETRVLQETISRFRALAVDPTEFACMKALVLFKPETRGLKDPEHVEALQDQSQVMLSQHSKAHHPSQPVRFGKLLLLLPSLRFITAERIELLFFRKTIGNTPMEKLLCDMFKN
C8 TRAIL sens: caspase-8 TRAIL sensitization; inhibition (viability loss, TRAIL sensitization), % at 10 µM; actives 1% (n = 360,000); NB7+C8 cells + TRAIL, ATPlite viability luminescence;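 active = compounds causing at least 50% loss of cell viability in the single-dose screen, relative to plate controls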
TRPM1 prom inh: reduces MITF-dependent TRPM1 promoter luciferase signal. SK-MEL-5 TRPM1 promoter luciferase, 24 h. inhibition, % at 12.5 µM. actives 0.83% (n = 330,000). AID 488899;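 active = mean inhibition across replicates of 60% or more, whatever share of single replicates reaches that level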; also: values of inactives mirror those of a sister screen read the other way
NR2E3 ag-2: agonists of human nuclear receptor NR2E3. AID 2300. inhibition of corepressor binding, % at 4.78 µM. GST-NR2E3/biotin-RetCOR TR-FRET, 1536-well. actives 0.12% (n = 320,000). Q9Y5X4;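 active = percent inhibition above the cutoff of mean plus 3 SD of all tested compounds, set per screening campaign, cut at about 20% in these data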;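 also: 0% = DMSO wells and 100% = biotin wells as full block of FRET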
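System: GST-NR2E3 and biotin-RetCOR proteins; probe or stimulus: 7 nM biotin-RetCOR; doses: compound at 4.8 µM, single dose; schedule: Compound–protein incubation for 5 h at 4 °C; detection: time-resolved FRET; read-out: percent inhibition; controls: biotin wells as high control, 0.6% DMSO wells as low control; format: 1536-well plates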
TROY NFkB inh: blocks TROY-dependent signaling in reporter cells | Q293 LMP1-TROYcd NF-kB luciferase reporter, 4 h | inhibition, % at 10 µM | actives 0.98% (n = 360,000);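 active = compounds whose plate-normalised and pattern-corrected inhibition of the luciferase reporter signal at the single screening dose is 50% or more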
CF NFkB inh: blocks PAF-induced NF-kB reporter in cystic fibrosis cells. actives 0.86% (n = 360,000). KKLEB NF-kB-GFP reporter, GFP fluorescence overnight. inhibition, % at 5 µM. AID 588850;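 active = at least 50% inhibition at 5 µM, scaled per plate between neutral and stimulator controls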;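 also: PAF is a Pseudomonas aeruginosa culture filtrate used as stimulus; plate controls were PAF-stimulated DMSO wells for no effect and unstimulated DMSO wells for full effect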
TWEAK Fn14 block: TWEAK-Fn14 signaling inhibition. actives 2% (n = 360,000). inhibition, % at 10 µM. TWEAK-stimulated Fn14 reporter cells, luciferase luminescence, 8 h; in the data active = inhibition above about 50%
Shn3 inh set2: inhibitors of Schnurri-3 3'UTR reporter in osteoblasts; Clone20 osteoblast Shn3 3'UTR firefly luciferase, 24 h; inhibition, % at 12.5 µM; actives 0.52% (n = 360,000);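 active = mean inhibition of at least 75% with every replicate also reaching 75%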;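 also: 0% = median of neutral control wells and 100% = pilot-screen positive control compound; some compounds past the cut are filed as inactive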
Peg3 promoter: reduces Peg3 promoter-driven luciferase expression in HeLa; inhibition, % at 20 µM; actives 1.7% (n = 360,000); HeLa PEG-Prom luciferase reporter, luminescence, overnight;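 active = inhibition of at least 50% at 20 µM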
* hit, by the source's call; i = inactive; . = no result given; & = joins results of further samples.

SMILES	KKLEB cytotox	HIF-2a inh	NR2E3 ag-1	C8 TRAIL sens	TRPM1 prom inh	NR2E3 ag-2	TROY NFkB inh	CF NFkB inh	TWEAK Fn14 block	Shn3 inh set2	Peg3 promoter
O=C1CN(c2nnnn2-c2ccccc2)CCN1	-2	11	-15	5	3	-1	21	5	-15	-14	-3
Cc1ccc(S(=O)(=O)N/N=C\c2ccc([N+](=O)[O-])o2)cc1	8	-7	-22	-5	0	2	4	4	5	-9	30
O=C(Nc1cccc(Cl)c1)N1CCC(CO)(CCOc2ccccc2)CC1	-6	18	3	-4	5	1	6	-10	-8	-8	1
Cc1cnc(NC(=O)Cc2cccs2)s1	-10	-24	-9	-4	-4	1	-23	-1	13	-30	-12
Cc1csc(NC(=O)C2CCCO2)n1 (stereo unspecified)	3	-1	-13	-19	-2	2	-29	-10	0	18	-5
O=C(CSc1nnc(-c2n[nH]c3ccccc23)n1-c1ccccc1)Nc1cccc(Cl)c1	-6	-2	-13	-7	2	1	10	26	24	39	13
COc1ccc(Br)cc1/C=C(\C(=O)O)c1ccc(S(=O)(=O)N2CCCCC2)s1	0	8	-8	-10	2	1	28	-5	-20	-4	3
O=C(NCc1ccco1)c1ccc2c(c1)S(=O)(=O)c1ccccc1C2=O	-8	-40	3	-10	-5	0	9	11	-12	-5	-15
CC(=O)C1=NOC2C(=O)N(c3ccccc3)C(=O)C12 (stereo unspecified)	2	8	-20	-14	.	-1	-15	6	-12	-14	8
COC(=O)c1ccc(N/C(=N/S(=O)(=O)c2ccccc2)c2ccccc2)cc1	-5	-4	6	-13	-14	0	-21	-8	13	11	8
CCOc1ccc(S(=O)(=O)N(C)c2ccc(OCC(=O)N3CCOCC3)cc2)cc1	-6	16	-5	-5	1	-2	2	6	7	26	19
Cc1ccc(S(=O)(=O)N2CCN(C(=O)c3cc(C4CC4)nn3-c3ccccc3)CC2)cc1	-10	23	3	5	.	.	9	9	13	-1	1

A draw from above in order of length of the SMILES, highest first.
SMILES	KKLEB cytotox	HIF-2a inh	NR2E3 ag-1	C8 TRAIL sens	TRPM1 prom inh	NR2E3 ag-2	TROY NFkB inh	CF NFkB inh	TWEAK Fn14 block	Shn3 inh set2	Peg3 promoter
CCOc1ccc(S(=O)(=O)N(C)c2ccc(OCC(=O)N3CCOCC3)cc2)cc1	-6	16	-5	-5	1	-2	2	6	7	26	19
COC(=O)c1ccc(N/C(=N/S(=O)(=O)c2ccccc2)c2ccccc2)cc1	-5	-4	6	-13	-14	0	-21	-8	13	11	8
Cc1ccc(S(=O)(=O)N/N=C\c2ccc([N+](=O)[O-])o2)cc1	8	-7	-22	-5	0	2	4	4	5	-9	30

Next results follow.
SMILES	KKLEB cytotox	HIF-2a inh	NR2E3 ag-1	C8 TRAIL sens	TRPM1 prom inh	NR2E3 ag-2	TROY NFkB inh	CF NFkB inh	TWEAK Fn14 block	Shn3 inh set2	Peg3 promoter
CC1CCN(C(=O)Cn2c3ccccc3c3nc4n(c(=O)c32)CCCS4)CC1	3	11	-9	-11	12	-1	16	0	11	-11	4
CSc1ccccc1OCc1cc(C(=O)N2CCN(C3CCCC3)C(=O)C2)no1	-24	-193	-73	0	-19	-1	-54	-1	-16	-36	-168
COc1ccc(-c2csc(NC(=O)c3c(C)noc3C)n2)cc1	-10	-133	-14	-3	-35	2	8	3	11	-6	-96
COC(=O)c1ccc(COC(=O)CNS(=O)(=O)c2ccccc2)cc1	-5	8	-11	-4	-12	-2	-12	10	6	-3	1
O=C(CCl)NNc1cccc(Cl)n1	11	-9	-26	8	0	5	-15	-20	-23	-1	-3
CCCn1nc(C(=O)Nc2ccc3c(c2)OCO3)c2ccccc2c1=O	1	-117	-9	3	-11	0	-22	2	-15	-2	-72
COCCNC(=O)C1(C)CCCN(C(=O)c2ccc(F)c(Cl)c2)C1 (stereo unspecified)	-1	7	-27	-2	.	.	-1	0	4	0	11
Cc1cc(C)nc(SCc2ccc(C(=O)N/N=C/c3ccco3)cc2)n1	8	11	0	-1	-11	-1	16	2	-10	-36	19
CS(=O)(=O)Nc1ccccc1C(=O)N1CCCC1	-10	18	-25	-4	8	-3	4	14	-5	-7	9
O=C(NCc1ccc2c(c1)OCO2)c1ccccc1	13	-29	0	18	-13	2	-5	-20	-6	-3	-15
Nc1ccccc1C#Cc1ccccc1	-15	-370	-75	31	-123	2	-84	-5	-14	-231	i
COCCNC(=O)CCC1CCN(C/C=C/c2ccccc2OC)CC1	-11	10	1	17	-3	-3	15	-3	1	-24	-2
CC(C)(C)c1ccc(OCCC(=O)OCC(=O)N2c3ccccc3NC(=O)C2(C)C)cc1	6	3	-26	-2	3	-6	38	6	-9	0	-6
Cc1cc(C(=O)O)ccc1-c1ccc(/C=C2\NC(=O)N(Cc3ccc(F)cc3)C2=O)o1	-4	8	-5	-1	8	1	-3	30	-6	13	9
CC(C)(C)c1cc(NC(=O)C2CCCO2)no1 (stereo unspecified)	4	-186	-108	0	-86	-2	61*	6	65*	-18	-127
COc1cccc(NC(=O)C2CCN(Cc3cnn(-c4ccccc4)c3-n3cccc3)CC2)c1	-3	9	23	2	15	-2	11	5	6	53	6
Fc1ccc(-c2n[nH]c(=S)n2-c2ccc3c(c2)OCCO3)cc1	12	-34	-41	-1	.	0	-5	-12	7	-5	4
CCOP(=O)(c1ccccc1)C(O)c1ccc(F)cc1 (stereo unspecified)	16	18	-15	-7	-4	1	-4	18	-19	-20	-7
O=C1C2C3C=CC(C3)C2C(=O)N1Nc1c(Cl)cc(Cl)cc1Cl (stereo unspecified)	2	17	-7	-12	-2	6	13	-7	-11	-2	16
COc1ccc(Cl)cc1N1C(=O)[C@@H]2C(c3cccc(OC)c3OC)=NO[C@@H]2C1=O	0	4	-6	5	-8	0	-14	5	-1	-9	9
NS(=O)(=O)c1ccc(NCc2cnc3ccccc3c2)cc1	-14	17	-14	3	.	.	-3	24	19	15	6
COCC1CCN(C(=O)c2ccc3oc(C(C)C)nc3c2)C1 (stereo unspecified)	0	-44	5	-16	.	.	-35	16	-5	-23	-17
COc1ccc(Cc2c(-c3ccc(C#N)cc3)nc3c4ccccc4ccn23)c(C)c1	.	-27	-17	-1	.	.	9	.	-6	.	.
C=C(C)c1cccc(C(C)(C)NC(=O)NC(c2ccccc2)c2ccc(OC)cc2)c1 (stereo unspecified)	8	20	3	-14	5	3	4	10	-11	0	10
COc1ccc(CNC(=O)c2cc3c(=O)n4ccccc4nc3n(Cc3cccnc3)c2=N)cc1	-2	-11	-19	12	2	1	-23	-12	-12	12&5	11
CC1=CC=CC2=NC(=O)CC(C)(C(=O)N(CC(=O)NC3CCCC3)Cc3ccc(Cl)cc3)N12 (stereo unspecified)	2	-2	13	-6	-6	2	1	-1	-3	8	9
Oc1ccccc1CNc1nccs1	11	-2	-27	13	4	-1	-8	-10	-5	14	5
CCCCNC(=O)C1(C)CCN1C(=O)c1ccc2c(c1)C(C)(C)CCC2(C)C (stereo unspecified)	-10	18	2	13	.	.	0	7	4	2	9
Cc1cc(C)cc(CSc2ccc(S(=O)(=O)N3CCCC3)cn2)c1	16	-11	-16	1	-1	3	13	-2	14	32	11
Cc1ccc(C(=O)c2c(C)oc3c2C(=O)C(=O)c2ccccc2-3)cc1	-16	29	-98	97*	26	10	29	78*	54*	96*	101*
O=C(COC(=O)C1CCN(S(=O)(=O)c2cccs2)CC1)NCc1ccc(F)cc1	2	7	23	15	1	3	-15	12	1	11	3
O=C1CCN(S(=O)(=O)c2ccccc2)C2CCCCC12 (stereo unspecified)	5	10	-35	3	8	3	8	6	4	12	-1
CCOC(=O)Nc1c(Cl)[nH]c(=O)n(C)c1=O	-7	3	1	2	2	.	-9	16	24	3	-8
COC(=O)CC1C(=O)NCCN1C(=S)Nc1ccccc1 (stereo unspecified)	10	7	-3	-5	-19	0	14	-9	-8	15	-13
O=C(O)CC(=O)NC12CC3CC(CC(C3)C1)C2	1&2	7&12	-2&20	-13&-32	-13&-2	-3&6	6&-22	-6&17	5&11	-7&-3	6&13
Cc1c(Cl)cccc1NC(=O)C1CCN(S(C)(=O)=O)CC1	-10	9	-13	8	-6	-2	7	16	-3	-18	16
COc1ccc(OCc2ccc(C(=O)O)cc2)cc1	2	-113	-116	-6	-37	-2	-28	4	24	-59	-130
COc1ccc(NS(=O)(=O)c2cccc(C(=O)NCC3(N4CCOCC4)CCCCC3)c2)cc1	-1	15	-16	0	2	-3	1	-27	-3	15	7
CCC(CC)C(=O)Nc1ccccc1-n1cccc1	1	23	-1	-1	1	1	6	5	2	-17	19
Cc1ccc(C)c(NC(=S)N(C)CCO)c1	-1	4	2	-7	-1	3	-5	1	-15	-39	5
COCCNc1cc(N)c([N+](=O)[O-])cc1[N+](=O)[O-]	-1	0	-8	-6	-5	-5	-4	-10	21	-9	25
CCn1c2ccccc2c2cc(NC(=O)c3cccc([N+](=O)[O-])c3C)ccc21	-10	33	-12	33	1	0	4	26	-24	19	26
C1CCC(Nc2nc3nonc3nc2N2CCSCC2)C1	3	25	8	0	20	6	10	-22	6	17	4
COc1ccccc1N1CCN(C(=O)CN(C)S(=O)(=O)c2ccc3c(c2)c(=O)n(C)c(=O)n3C)CC1	1	1	16	-2	1	6	-13	8	-2	0	-11
CCOc1ccc(-c2nnn(CC(=O)NCc3ccc(C)cc3)n2)cc1	-10	7	-10	0	-2	3	-20	12	-24	-1	22
O=C(Cn1cc2c(n1)CCCCC2)NCc1ccccn1	-1	-4	-36	-4	.	-2	-9	-9	-4	-6	-3
CC(OC(=O)COc1cccc2c1OC(C)(C)C2)C(=O)Nc1ccc(S(N)(=O)=O)cc1 (stereo unspecified)	5	18	-11	23	1	-3	-26	-19	-8	-8	9
COc1nc(N/N=C/c2ccc(C)cc2)nc(N2CCCCC2)n1	3	-17	-2	12	-21	-2	-1	-15	-4	21	-2
Cc1ccc(/C=C/C(=O)Nc2cccnc2)o1	-8	-36	7	-5	-20	6	-5	-10	5	-23	-84
Cc1sc(-c2ccncc2)nc1OC(=O)c1ccc(F)cc1F	10	12	3	-10	5	0	44	-7	16	4	-10
CCCN(CC(=O)Nc1ccccc1C)C(=O)COc1c(C)cccc1C	-7	-12	-3	6	3	5	-18	4	9	-20	2
S=c1[nH]nc(COc2ccccc2)n1/N=C/C=C/c1ccccc1	14	21	3	3	-6	2	-10	2	2	7	0
CCOc1ccccc1NCc1cc(=O)oc2cc(C)ccc12	3	-22	-24	-7	4	5	-38	16	-19	9	-26
CNc1nc(NCCOC23CC4CC(CC(C4)C2)C3)nc(OCC(F)(F)F)n1	-15	-10	-85	-2	-11	2	-19	20	25	16	5
Cc1ccc(NC(=O)CC(=O)c2ccc([N+](=O)[O-])cc2)cc1S(=O)(=O)Nc1cccc(Cl)c1	8	-5	23	20	2	4	8	13	38	4	12
CCOC(=O)c1cccc(NC(=O)/C=C/c2cccc([N+](=O)[O-])c2)c1	-8	-59	-39	1	-16	2	22	-7	-14	3	-16
CC(=O)Nc1ccc2c(c1)ncn2-c1ccccc1	-1	-289	-116	3	-76	2	-92	13	-6	-60	-217

Screening results deposited in PubChem by several laboratories.

Only part of the results is shown (hit frequency here may not be typical).
